MsrA inhibitor: inhibits bovine methionine sulfoxide reductase A. purified bovine MsrA, absorbance read-out. inhibition, % at 15.5 µM. 360,000 tested, 0.75% active. AID 651718; in the data active = inhibition above about 4.5%;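 also: 0% = vehicle wells with enzyme and 100% = reference inhibitor wells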
SKN-1 inh: blocks SKN-1 activity in C. elegans; C. elegans VP596 Pgst-4::GFP/RFP ratio, acrylamide-induced, 24 h; inhibition, % at 21.8 µM; 360,000 tested, 0.49% active; AID 624304;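 active = interference check ratio from 0.5 to 1.5 plus GFP to RFP signal ratio inhibition reaching or exceeding a fixed threshold, cut at about 30% in these data, passing the limit was not always enough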; also: some compounds called inactive have numbers as strong as hits
eLon inh: inhibitors of E. coli Lon protease | 360,000 tested, 0.42% active | P0A9M0 | purified E. coli Lon protease, fluorescence polarization | inhibition, % at 7.94 µM; in the data active = inhibition above about 13%, passing the limit was not always enough;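 also: 0% = enzyme with probe and DMSO and 100% = no enzyme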
Neddyl block: inhibitors of human cullin neddylation; 360,000 tested, 0.58% active; P61081+Q13564; TR-FRET cullin neddylation, biochemical; calls only at 25 µM; in the data active = inhibition above about 36%
NRP1-CendR mod: NRP-1/CendR interaction modulation | 360,000 tested, 0.85% active | inhibition, % at 25 µM | O14786 | FAM-RPARPAR peptide binding to NRP-1, fluorescence polarization;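 active = inhibition or corrected inhibition above about 18%, plus a signal ratio from 0.5 to 1.5, limit read from the data, passing the limit was not always enough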; also: strong numbers were not always called active
Target sequence (O14786 whole entry, looked up): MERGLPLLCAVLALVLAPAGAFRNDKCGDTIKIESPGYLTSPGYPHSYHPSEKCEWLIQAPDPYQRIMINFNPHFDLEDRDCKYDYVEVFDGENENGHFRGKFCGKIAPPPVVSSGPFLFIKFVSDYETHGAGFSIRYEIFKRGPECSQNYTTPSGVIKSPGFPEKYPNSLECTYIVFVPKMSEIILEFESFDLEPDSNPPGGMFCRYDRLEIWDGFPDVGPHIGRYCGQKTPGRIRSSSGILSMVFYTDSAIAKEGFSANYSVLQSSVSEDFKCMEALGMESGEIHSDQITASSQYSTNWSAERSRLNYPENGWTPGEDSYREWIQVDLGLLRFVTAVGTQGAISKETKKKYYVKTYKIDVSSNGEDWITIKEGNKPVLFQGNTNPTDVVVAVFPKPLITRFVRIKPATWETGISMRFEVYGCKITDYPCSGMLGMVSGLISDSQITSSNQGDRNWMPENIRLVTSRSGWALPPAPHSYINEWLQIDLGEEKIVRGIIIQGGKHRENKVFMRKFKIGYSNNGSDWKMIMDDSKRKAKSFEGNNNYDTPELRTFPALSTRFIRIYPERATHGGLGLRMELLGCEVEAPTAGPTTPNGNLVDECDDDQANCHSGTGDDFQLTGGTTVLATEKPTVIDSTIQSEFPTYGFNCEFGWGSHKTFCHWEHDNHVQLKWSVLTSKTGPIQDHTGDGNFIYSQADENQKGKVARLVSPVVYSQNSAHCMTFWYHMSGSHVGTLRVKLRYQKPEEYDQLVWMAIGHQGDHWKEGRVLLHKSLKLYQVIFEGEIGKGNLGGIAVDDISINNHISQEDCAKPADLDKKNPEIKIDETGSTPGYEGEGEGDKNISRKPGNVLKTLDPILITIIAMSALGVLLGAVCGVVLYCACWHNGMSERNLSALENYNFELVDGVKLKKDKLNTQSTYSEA
MT1-MMP act inh: inhibitors of human MT1-MMP activation | HT1080 RFP-PRO-GFP cells, GFP/RFP ratio fluorescence, overnight; percent of plate control window, DMSO zero | GFP/RFP ratio change, % at 20 µM | 360,000 tested, 0.061% active | AID 651647;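 active = GFP/RFP ratio change of at least 30% with cell ATP level not reduced by more than half and red fluorescence within 50% of control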; also: strong numbers were not always called active
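system = RFP-PRO-GFP reporter HT1080 cells | dosing = 20 µM single dose, 1% DMSO | timing = overnight cell settling, then overnight compound exposure, 37 °C, 5% CO2 | read-out basis = GFP/RFP fluorescence ratio | controls = DMSO and RFP-L50D-GFP cell wells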
FAS-TE inh: blocks the thioesterase domain of human fatty acid synthase | recombinant FAS-TE, OMFH fluorogenic substrate, fluorescence endpoint | inhibition, % at 15 µM | 360,000 tested, 0.67% active | AID 602261;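 active = compounds whose normalised, plate-corrected inhibition of enzyme fluorescence in the single-dose primary screen is 50% or more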;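 also: 0% = DMSO with enzyme and 100% = substrate without enzyme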
MsrA act: activators of bovine methionine sulfoxide reductase A; activation, % at 10.6 µM; AID 602163; 360,000 tested, 0.3% active; purified bovine MsrA, absorbance read-out; in the data active = activation above about 7.5%;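 also: 0% = vehicle and 100% = reference activator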
Rin1-Abl PPI inh: human Rin1-Abl interaction inhibition | P00519+Q13671 | TR-FRET Rin1/Abl binding, biochemical | inhibition, % at 7.35 µM | 360,000 tested, 0.4% active | AID 588664; in the data active = inhibition above about 5%, passing the limit was not always enough
An asterisk follows results filed as active; i = inactive; . = not tested or not shown.

molecule,MsrA inhibitor,SKN-1 inh,eLon inh,Neddyl block,NRP1-CendR mod,MT1-MMP act inh,FAS-TE inh,MsrA act,Rin1-Abl PPI inh
COc1ccc(C(=O)NCc2c(C)oc(C)c2C(=O)O)cc1,0.5,-7,9,i,-5,0,0,-7,-1
CC(C)[C@H](NS(=O)(=O)c1ccccc1)C(=O)OCC(=O)Nc1cccc(S(N)(=O)=O)c1,0.0,-3,9,i,-2,2,-2,-3,4
Cc1ccsc1C(=O)N(CC(C)C)c1c(N)n(Cc2ccccc2)c(=O)[nH]c1=O,-0.8,2,-4,i,8,-1,-6,-2,0
COc1ccc(/C(C)=N/N=C(N)N)c(OC)c1,-1.0,-1,2,i,11,0,-9,-7,-3
COc1ccc(/C=N/NC(=O)c2ccc[nH]2)cc1,3.4,19,-6,i,1,2,-4,-5,-3
Cc1cc(C(=O)COC(=O)c2ccc[nH]c2=O)c(C)n1-c1ccc(Br)cc1,-0.9,2,-9,i,0,-1,-8,-9,-1
CN(CC1CCOCC1)C(=O)CC1C(=O)NCCN1Cc1cccc(Oc2ccccc2)c1 (configuration not stated),-0.3,2,16,i,-7,.,-10,-12,5
CS(=O)(=O)N(CC(=O)Nc1ccc(S(=O)(=O)N2CCCC2)cc1)c1ccccc1,0.3,6,-6,i,-6,-5,-3,-11,1
CCOc1ccc(N2CC(C(=O)Nc3ccccc3N3CCOCC3)CC2=O)cc1 (configuration not stated),2.2,-9,-5,i,-3,-1,-6,-13,-1
CCCN1/C(=C(\C#N)C2=NS(=O)(=O)c3ccccc32)N(C)c2ccccc21,2.3,-1,-16,i,4,1,-5,2,2
CCOc1ccc(NC(=S)NCc2ccco2)cc1,0.6,2,-8,i,-1,6,-4,6,2
Cc1noc(/C=C/c2cccnc2)c1[N+](=O)[O-],5.3*,6,4,i,-6,-3,-2,-10,3
OC(CNCCC1C=Nc2ccccc21)Cn1c2ccc(Cl)cc2c2cc(Cl)ccc21 (configuration not stated),-0.9,0,0,i,5,-17,-36,-3,1
O=C(O)CCCN1C(=O)C2C3c4ccccc4C(c4ccccc43)[C@@H]2C1=O (some centres not stated),-0.5,-6,-3,i,-2,-4,-2,-4,2
Cc1cc(=O)n2nc(N3CCCC(C(=O)NCCc4ccc(Cl)cc4)C3)sc2n1 (configuration not stated),0.4,-13,0,i,-8,1,-4,-1,2
Cc1ccc(NC(=O)CSc2sc3c(O)cc(=O)[nH]c3c2C#N)cc1C,0.0,11,-9,i,-17,0,-4,-2,1
Cc1ccc(C)c(OCC(=O)OCc2csc(CC(=O)Nc3ccccc3C)n2)c1,1.1,-9,-7,i,-3,1,10,-1,-6
O=C(c1cc2cc(Br)ccc2oc1=O)N1CCCC1,2.3,2,-7,i,7,7,-7,-5,4
CCCCN(CC)CCCNC(=O)c1cc2cc3ccc(C)cc3nc2o1,2.8,5,-2,.,-7,5,-2,-2,-2
COCCNC(=O)c1cc(-c2cccs2)on1,0.8,1,-2,i,-11,7,-6,1,-5
COc1cc(CN2CCC(C(=O)NC3CCCC3)CC2)cc(OC)c1O,-0.7,-8,0,i,-5,-4,-9,-2,-1
CSc1nc2c(c(=O)[nH]1)C(c1cccc(Cl)c1Cl)CC(=O)N2 (configuration not stated),-1.1,6,-5,i,6,2,-3,-2,3
O=C(NC1CCCC1)C1CC(O)CN1C(=O)Nc1ccccc1 (configuration not stated),0.1,6,-3,i,-2,4,-4,0,4
CCN(CC)c1ccc(N2C(=O)/C(=C/c3cccs3)SC2=S)cc1,-0.1,-1,-8,i,4,17,22,-7,0
N=c1c(S(=O)(=O)c2ccc(Br)cc2)cc2c(=O)n3ccccc3nc2n1CCN1CCOCC1,-0.2,1,-10,.,-16,0,10,-5,-3
O=C(NC1CCCCC1)N(CCN1CCCC1)Cc1cc2cc3c(cc2[nH]c1=O)OCCO3,.,24,-12,i,-11,-3,-9,4,0
Cc1cccc(NC(=O)c2ncn3c2C(=O)N[C@H](C)C3)c1,-0.4,26,10,i,8,-2,-1,-6,2
CC(=O)C1=C(O)C(=O)N(CCc2c[nH]c3ccccc23)C1c1ccc(C)cc1 (configuration not stated),0.9,5,-2,i,3,3,-6,-1,0
Cc1c(/C=N/N2C(=O)C3C4C=CC(C4)C3C2=O)c2ccccc2n1C (configuration not stated),1.4,-4,0,i,-1,-3,-10,-2,-2
CCOC(=O)c1c(C2CC2)csc1NC(=O)COC(=O)CCS(=O)(=O)c1ccc(C)cc1,-0.1,1,-2,i,-9,0,-6,-5,2
O=C(COC(=O)CNS(=O)(=O)c1cccc(Br)c1)NC(=O)Nc1ccc2c(c1)OCCO2,0.0,8,-2,i,-2,3,-7,-3,-2
O=C(CN1C(=O)c2ccccc2C1=O)NC1CCCCCC1,-0.9,5,2,i,-15,-1,-3,-3,4
O=C(N/N=C/c1ccc2c(c1)OCO2)c1ccc(Br)o1,7.5*,7,11,i,10,-2,-7,-4,-2
COCc1cc(C)nc(OCC(=O)N/N=C/c2ccc(C)cc2)c1C#N,0.2,-5,-4,i,1,4,-1,-1,0
O=C1C2CCCN2C(=O)N1CCCN1CCN(c2ccc([N+](=O)[O-])cc2)CC1 (configuration not stated),0.8,-6,-2,i,-3,3,-1,-3,-2
Cc1c(CCO)sc[n+]1CC(=O)OC12CC3CC(CC(C3)C1)C2,1.8,-1,-3,i,-4,-1,-8,-2,3
Cc1ccc(-c2nc3ccccc3n3nnnc23)cc1,-0.9,5,-8,.,11,1,-4,-11,0
CCOC(=O)C1=C(C)NC2=C(C(=O)c3ccccc32)C1c1cccc2ccccc12 (configuration not stated),0.7,-1,3,i,-13,-1,36,-3,-5
COc1cccc(/C=C/C(=O)c2ccc3c(c2)OCO3)c1OC,.,-6,9,i,-2,5,1,-3,1
CC(Sc1nnc(CN2CCCC2)n1Cc1ccccc1)C(=O)Nc1ccc(F)cc1 (configuration not stated),0.6,6,4,i,-6,-1,0,-6,-1
CCOc1ccc(N(CC(=O)NC2CCCC2)C(=O)CCC(=O)Nc2nccs2)cc1,-0.2,-6,-5,i,-3,-2,-2,-3,3
COc1ccc(OC)c(CN2CCC(C(=O)N3CCOCC3)CC2)c1,0.1,-7,-10,i,-7,1,-9,-10,1
Cn1c(=O)n(C)c2cc([N+](=O)[O-])c(N3CCN(S(=O)(=O)c4ccc(C(C)(C)C)cc4)CC3)cc21,1.3,10,-14,i,11,4,73*,-1,-3
COC(=O)CCc1cccc(CCC(=O)OC)c1,0.8,5,3,i,10,-2,5,-3,3
COC(=O)c1c(C(=O)OC)c(-c2ccc(Br)cc2)n2c1CS(=O)C2 (configuration not stated),1.6,10,-7,i,0,4,-2,-10,-3
Cc1ccc2oc(C(=O)N(C)Cc3ccon3)c(C)c2c1,0.8,3,-2,i,-11,9,-3,-13,3
CCN1CCN(C2=C(NS(=O)(=O)c3ccccc3)C(=O)c3ccccc3C2=O)CC1,-0.1,-2,13,i,4,0,0,7,-3
O=C(O/N=C1\CCCCC1c1ccc([N+](=O)[O-])cc1[N+](=O)[O-])c1c(F)cccc1F (configuration not stated),0.1,3,2,i,4,3,21,-3,-5
COc1ccc2c(C(F)(F)F)cc(=O)oc2c1C,0.9,-3,-3,i,8,0,-5,-4,-1
CN(C(=O)CSc1nnc2n1CCCCC2)C1(C#N)CCCCC1,-0.8,10,-7,i,-1,2,-5,2,1
COC(=O)c1sccc1NC(=O)Cn1cnc2c1c(=O)n(C)c(=O)n2C,0.3,-3,-1,i,24,-3,-3,2,-4
COc1ccc(NC(=O)CCN2C(=O)C3C4C=CC(C4)C3C2=O)cc1 (configuration not stated),-0.6,-20,0,i,2,5,0,-8,4
O=C(NCc1ccccc1)c1onc(CSc2ccccn2)c1C(=O)NCc1ccccc1,0.2,-2,-4,i,0,-2,18,-6,3
COc1ccc(NC(=O)NS(=O)(=O)c2ccc(C)cc2)cn1,-1.3,-94,87*,i,146,-164,-26,-6,-2
COc1ccc(Nc2n[nH]c(N)c2C(N)=O)cc1,3.3,-1,1,i,2,1,-3,-1,-1
O=C(Cc1ccc(NC(=O)C2CCCN(C(=O)C3CCCC3)C2)cc1)Nc1ccc(C(=O)N2CCOCC2)cc1 (configuration not stated),-0.9,-18,0,i,-10,3,-11,-5,2
Cc1cccc(-c2noc(-c3ccccc3C(=O)NCc3ccco3)n2)c1,-0.3,0,1,i,-6,-6,13,-5,-2
O=C(CNc1cccc2ccccc12)N/N=C/c1ccc([N+](=O)[O-])cc1,2.7,6,-7,i,22,1,18,-3,-3
C=CCc1ccc(OCC(O)CN2CCN(Cc3ccccc3)CC2)c(OC)c1 (configuration not stated),-0.9,6,-2,i,14,2,0,-2,-3
CCCN(CC(=O)Nc1ccccc1OC)C(=O)CN1C(=O)NC2(CCCCC2)C1=O,-0.6,-2,1,i,7,10,-4,-15,2

Gathered by group, those above containing two or more sulfur atoms.
molecule,MsrA inhibitor,SKN-1 inh,eLon inh,Neddyl block,NRP1-CendR mod,MT1-MMP act inh,FAS-TE inh,MsrA act,Rin1-Abl PPI inh
CC(C)[C@H](NS(=O)(=O)c1ccccc1)C(=O)OCC(=O)Nc1cccc(S(N)(=O)=O)c1,0.0,-3,9,i,-2,2,-2,-3,4
CS(=O)(=O)N(CC(=O)Nc1ccc(S(=O)(=O)N2CCCC2)cc1)c1ccccc1,0.3,6,-6,i,-6,-5,-3,-11,1
Cc1ccc(NC(=O)CSc2sc3c(O)cc(=O)[nH]c3c2C#N)cc1C,0.0,11,-9,i,-17,0,-4,-2,1
CCN(CC)c1ccc(N2C(=O)/C(=C/c3cccs3)SC2=S)cc1,-0.1,-1,-8,i,4,17,22,-7,0
CCOC(=O)c1c(C2CC2)csc1NC(=O)COC(=O)CCS(=O)(=O)c1ccc(C)cc1,-0.1,1,-2,i,-9,0,-6,-5,2

New compounds follow:
molecule,MsrA inhibitor,SKN-1 inh,eLon inh,Neddyl block,NRP1-CendR mod,MT1-MMP act inh,FAS-TE inh,MsrA act,Rin1-Abl PPI inh
NC(=O)c1cc([N+](=O)[O-])c(Cl)cc1NCc1ccccn1,0.9,-3,-3,i,8,3,11,-2,1
CCN(CCCNC(=O)C1CCC(=O)N1Cc1ccc(F)cc1)c1cccc(C)c1 (configuration not stated),-0.5,1,-2,i,11,10,-5,11*,-1
Cc1ccc(C)c(N)c1,-0.3,6,0,i,-7,-1,1,-4,0
CCOCCSc1nc2c(c(-c3cccs3)c1C#N)CC/C2=C/c1cccs1,-0.6,-17,-9,i,-19,-4,38,0,-4
Cc1[nH]c2ccccc2c1C(=O)C(=O)N1CC(C)OC(C)C1 (configuration not stated),2.8,-2,-4,i,1,2,-5,-6,3
COc1cccc(S(=O)(=O)NCc2ccc(C(=O)NCc3ccccn3)cc2)c1,0.2,16,16,i,9,1,1,-5,3
CC(=O)c1c(C)[nH]c(C(=O)CSc2nnc(-c3ccco3)o2)c1C,1.6,-1,-6,i,-30,5,-3,-7,0
CCOc1ccc(NCC2CCOC(C)(C)C2)cc1 (configuration not stated),0.2,-1,-3,i,18,5,-2,0,3
Cc1ccc2c(-c3ccc([N+](=O)[O-])cc3)cc(=O)[nH]c2c1,0.2,7,-9,i,-24,2,-4,-2,-5
CCOc1ccc(C(=O)Nc2nnc(S(=O)(=O)N3CCCCC3)s2)cc1,1.5,12,-4,i,-21,-4,-5,-2,0
CCCCn1c(N)c(N(CC(C)C)C(=O)CSCC(=O)Nc2ccc(C)cc2)c(=O)[nH]c1=O,0.2,1,6,i,-10,2,-7,-1,0
Cc1cc2c(SCC(=O)NCC3CCCO3)ncnc2s1 (configuration not stated),-0.1,21,-11,i,9,-2,-2,-2,-10

Screening results as filed in PubChem.
